# GLA spleen mod: inhibits or activates alpha-galactosidase in human spleen homogenate; AID 2107; Potency, µM (highest dose often 80 µM), inactives show at the highest dose activity change, negative = inhibition, actives largely listed as inhibitors; P06280; human spleen homogenate, 4MU-alpha-Gal fluorescence, 40 min; hit rate 0.008% among 240,000;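 note: 0% = enzyme with vehicle and -100% = no enzyme basal signal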
# Target sequence (P06280 32-429 limits assumed): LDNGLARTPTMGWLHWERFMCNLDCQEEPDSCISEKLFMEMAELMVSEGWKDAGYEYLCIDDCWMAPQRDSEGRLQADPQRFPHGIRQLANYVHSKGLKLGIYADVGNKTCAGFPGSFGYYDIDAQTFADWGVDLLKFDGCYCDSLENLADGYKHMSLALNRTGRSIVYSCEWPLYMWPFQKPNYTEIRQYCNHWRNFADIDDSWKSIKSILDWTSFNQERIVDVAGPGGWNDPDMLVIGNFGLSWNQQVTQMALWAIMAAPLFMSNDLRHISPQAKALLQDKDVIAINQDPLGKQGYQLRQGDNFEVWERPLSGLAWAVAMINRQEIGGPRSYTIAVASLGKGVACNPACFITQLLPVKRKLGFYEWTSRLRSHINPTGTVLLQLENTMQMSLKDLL
#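 qHTS titration in buffer at pH 5.0. Alpha-galactosidase activity in spleen homogenate was measured via 4-methylumbelliferone release from 1 mM fluorogenic substrate after 40 min at 37C and a pH 10 stop. AC50 came from Hill fits of control-normalized data.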
# GAA glycogen: GAA glycogen-cleavage inhibition or activation; P10253; recombinant GAA, glycogen substrate, Amplex Red glucose oxidase fluorescence; Potency, µM (top dose mostly 76.4 µM), without a hit: at the highest dose activity change, negative = inhibition, actives largely listed as inhibitors; hit rate 0.38% among 300,000;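 note: 0% = full enzyme reaction and -100% = no-enzyme basal signal; the screen sought inhibitors and activators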
#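 qHTS, 1536-well; enzyme 4 nM final; cpd up to 77 uM; substrate bovine liver glycogen 30 ug; 50 mM citrate/phosphate pH 5.0, 0.01% Tween-20; 37 C, 40 min; Amplex Red detection 45 min RT; Hill fit → AC50.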
# RGS12 GoLoco inh: blocks human Gai1 binding to RGS12 GoLoco peptide, red readout; P63096; Gai1:RGS12 GoLoco peptide FP, rhodamine, 10 min; Potency, µM (titrated, usually from 61.6 µM), for the others: at the top dose activity, negative = inhibition, usual class: inhibitors; hit rate 0.44% among 230,000; active = well fitted inhibition curve with a large enough effect, not every such curve was filed as active; inactive = no such curve, though single readings can be large or run the other way; note: % is set by controls: 0 for no effect and ±100 for the full control effect; nearly all actives have a fitted effect of over 30% in size; many of its hits are not listed in these tables
# Target sequence (P63096 whole entry, looked up): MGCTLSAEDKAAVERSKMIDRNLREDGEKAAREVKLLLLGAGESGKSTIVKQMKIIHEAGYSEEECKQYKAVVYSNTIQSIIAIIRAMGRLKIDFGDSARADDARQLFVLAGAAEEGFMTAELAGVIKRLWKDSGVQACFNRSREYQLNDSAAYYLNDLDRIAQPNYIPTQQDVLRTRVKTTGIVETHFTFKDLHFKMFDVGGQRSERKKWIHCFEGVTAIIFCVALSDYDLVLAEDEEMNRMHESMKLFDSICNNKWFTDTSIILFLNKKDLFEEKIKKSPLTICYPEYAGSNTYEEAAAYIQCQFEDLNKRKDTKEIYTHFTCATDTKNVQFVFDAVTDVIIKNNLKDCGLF
# SMN2 splice enh: SMN2 splice variant enhancement; AID 1458; Potency, µM (titrated, usually from 46.1 µM), inactives show top-dose activity change, positive = activation, usual class: activators; hit rate 2.8% among 210,000; HEK293 SMN2-luciferase splicing reporter, luminescence, 30-36 h; note: % of control where 0% means no effect; nearly all actives have a fitted effect of over 55% in size
#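 HEK293 cells carry an SMN2 […]–luciferase reporter in which exon 7 inclusion puts luciferase in frame. Cells were plated 10-12 h before compound addition, then incubated 30-36 h at 37C. ONE-Glo luminescence was read; sodium butyrate at 4.5 mM final served as control.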
# ALDH1A1 inh: inhibitors of human aldehyde dehydrogenase 1A1 | Purified ALDH1A1, NADH fluorescence, propionaldehyde substrate | Potency, µM (doses to about 75.3 µM), without a hit: at the highest dose activity, negative = inhibition, actives largely listed as inhibitors | AID 1030 | P00352 | hit rate 7.3% among 220,000; active = well fitted inhibition curve with a large enough effect, not every such curve was filed as active; inconclusive = small, poorly fitted or top-dose-only effect, or another doubt; inactive = no such curve, though single readings can be large or run the other way;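 note: plate controls were no enzyme wells and a reference inhibitor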
# GAA spleen mod: lysosomal alpha-glucosidase (human) modulation. P10253. human spleen homogenate, 4-MU-alpha-glucoside fluorescence. Potency, µM (highest dose often 79.9 µM), for the others: at the top dose activity change, negative = inhibition, actives largely listed as inhibitors. hit rate 0.006% among 240,000. AID 2112;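 note: 0% = enzyme with vehicle and -100% = no enzyme basal signal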
#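 Human spleen homogenate (1 ug) with 4-methylumbelliferyl-alpha-D-glucopyranoside (1 mM final) in 50 mM citrate/phosphate pH 5.0, 0.01% Tween-20; 40 min at 37 C. Stopped at pH 10; 4-MU fluorescence Ex 365/Em 440 nm; AC50 by Hill fit.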
# GAA inhib: alpha-glucosidase (human) inhibition. P10253. hit rate 0.005% among 200,000. purified human GAA, 4-MU-alpha-glucoside fluorescence. Potency, µM (doses to about 76.9 µM), without a hit: top-dose activity change, negative = inhibition, hits mostly inhibitors;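 note: plate controls were uninhibited enzyme wells for no effect and no-enzyme background for full effect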
#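 Fluorogenic assay: 4 nM human alpha-glucosidase with 400 uM 4-methylumbelliferyl-alpha-D-pyranoside in 50 mM citrate/phosphate, 0.005% Tween-20, pH 5.0, 20 min at room temperature. Compounds tested up to 77 uM; AC50 from Hill fits.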
# JMJD2E inh: blocks human JMJD2E demethylase activity; JMJD2E catalytic domain, FDH-coupled NADH fluorescence (FDH is formaldehyde dehydrogenase); Potency, µM (highest dose often 57.1 µM), for the others: top-dose activity change, negative = inhibition, hits mostly inhibitors; hit rate 1.6% among 230,000; active = well fitted inhibition curve with a large enough effect, not every such curve was filed as active; inconclusive = small, poorly fitted or top-dose-only effect, or another doubt; inactive = no such curve, though single readings can be large or run the other way;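 note: 0% = wells with enzyme and -100% = buffer wells without enzyme; nearly all actives have a fitted effect of over 50% in size; many of its hits are not listed in these tables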
# Target sequence (B2RXH2 1-337 limits assumed): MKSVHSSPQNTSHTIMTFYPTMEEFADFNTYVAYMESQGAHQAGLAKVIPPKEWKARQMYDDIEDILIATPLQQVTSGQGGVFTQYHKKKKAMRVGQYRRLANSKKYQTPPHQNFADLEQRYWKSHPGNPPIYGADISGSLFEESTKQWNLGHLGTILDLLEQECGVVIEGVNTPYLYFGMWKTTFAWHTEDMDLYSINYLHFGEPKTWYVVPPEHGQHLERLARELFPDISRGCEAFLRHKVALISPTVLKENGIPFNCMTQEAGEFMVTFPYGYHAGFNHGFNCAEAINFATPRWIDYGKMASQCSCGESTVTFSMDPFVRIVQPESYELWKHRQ
# Numbers without * were called inactive; ? = inconclusive; nt = not tested or not shown; & = joins results of further samples; [ ] = dose if it differs, or a comment. Unless noted, calls come from the whole dose curve; as a rule, active = well fitted curve in the direction sought with a large enough effect; inconclusive = small, poorly fitted or top-dose-only effect, or another doubt; inactive = no such curve, though single readings can be large; an effect the other way counts as inactive or inconclusive. Potency is the fitted concentration of half-maximal effect. Not all compounds are listed. The share of hits here may be higher or lower than overall.
1) COc1ccc(F)c(-c2nc(CN3CCC(c4ccccc4)CC3)c(C)o2)c1
2) O=C1c2ccccc2C(Nc2ccccc2)N1c1cccnc1 (configuration not stated)
3) O=C(Nc1nc(-c2cccs2)cs1)c1cccc(S(=O)(=O)N2CCCCCC2)c1
4) COc1ccc(Br)c(C(=O)Nn2c(C)nc3ccccc3c2=O)c1
5) COc1ccc(N2CCN(C(=O)c3ccc4nc(N5CCCCC5)sc4c3)CC2)cc1
6) Cc1cc(C)nc(N(C#N)S(=O)(=O)c2ccc(Br)cc2)n1
7) COc1ccc(N2CCN(c3nc4ccccn4c(=O)c3C=O)CC2)cc1
8) Cc1ccccc1C(=O)Nc1cccc(-c2ccc3nncn3n2)c1

screen / no.	1	2	3	4	5	6	7	8
SMN2 splice enh	-16%	-12%	-68%[inhibitor]	-6%	-6%	14%	-12%	9%
ALDH1A1 inh	-4%	1%	?	6%	?	-9%	-5%	14µM*
GAA spleen mod	-13%	1%	-4%	7%	1%	0%	-6%	-4%
RGS12 GoLoco inh	15%	2%	26%	8%	-3%	-2%	-5%	-7%
GAA glycogen	-12%	-21%	-9%	-2%	7%	8%	-3%	4%
JMJD2E inh	?	-1%	?	2%	-20%	-26%	-7%	-10%
GLA spleen mod	-24%	2%	1%	5%	-16%	0%	-4%	-3%
GAA inhib	5%	-4%	3%	0%	?	-4%	6%	-3%

9) CCOc1ccc(-n2c(SC(C)C)nc3c(c2=O)SCC3)cc1
10) O=C(CSc1nc(Nc2ccccc2)nc(N2CCOCC2)n1)Nc1ccc2c(c1)OCCO2
11) CC(C)Cn1c(C(C)C)nc([N+](=O)[O-])c1Sc1ccc(Cl)cn1
12) Cc1cccc(NC(=O)/C(C#N)=C\c2cn(CC(=O)O)c3ccccc23)c1
13) CCn1c(=O)n(CC)c2cc(S(=O)(=O)Nc3ccccc3C)c(C)cc21
14) CN(C)S(=O)(=O)c1ccc(C(=O)OCC(=O)Nc2ccccc2OC(F)F)cc1
15) O=C(CSc1ccc(-c2nc3ccccc3[nH]2)cn1)N1CCN(C(=O)c2ccco2)CC1
16) CN(C)c1ccc(CNC(=O)c2ccc(CNc3c(N4CCCCC4)c(=O)c3=O)cc2)cc1

screen / no.	9	10	11	12	13	14	15	16
SMN2 splice enh	-5%	17%	-28%	-21%	7.9µM*	-12%	-12%	-6%
ALDH1A1 inh	?	14%	22µM*	20µM*	9%	-7%	?	28µM*
GAA spleen mod	-3%	-2%	-4%	-1%	-7%	-7%	7%	-2%
RGS12 GoLoco inh	9%	14%	1%	172%[activator]	5%	-5%	82%[activator]	-14%
GAA glycogen	0%	0%	2%	9%	0%	11%	-4%	?
JMJD2E inh	-3%	0%	-4%	-7%	9%	4%	?	-2%
GLA spleen mod	11%	9%	3%	-1%	3%	-5%	15%	-1%
GAA inhib	-5%	-8%	1%	-10%	-2%	-3%	2%	-2%

17) Cc1cnc(NC(=O)c2nn(C)cc2[N+](=O)[O-])s1
18) Nc1c(C(=O)N2CCCC2)sc2nc(-c3ccccc3)ccc12
19) COc1cc(C(C)=O)ccc1Oc1ncnc2c1cnn2-c1ccccc1
20) C[C@@H](C[C@@H](O)[C@H](O)C(C)(C)O)[C@@H]1CC[C@]2(C)C3=CC[C@H]4C(C)(C)C(=O)CC[C@]4(C)[C@H]3CC[C@@]12C
21) CCC(C)Nc1nc(SC(C(C)=O)C(C)=O)nc(N(C)C)n1 (configuration not stated)
22) CCOC(=O)C1=C(C)NC(=O)NC1c1ccc2c(c1)OCCO2 (configuration not stated)
23) Cc1ccc(N2C(=O)C3NN=C(C(=O)OCc4ccccc4)C3C2=O)c(C)c1 (configuration not stated)
24) O=C(O)c1ccc(CN2C(=O)CSC2=S)cc1

screen / no.	17	18	19	20	21	22	23	24
SMN2 splice enh	12%	nt	-46%[inhibitor]	-35%[inhibitor]	-20%	-15%	-9%	-40%
ALDH1A1 inh	-2%	?	7%	-10%	-2%	13%	10%	13µM*
GAA spleen mod	-13%	-14%	-6%	9%	3%	-7%	2%	-7%
RGS12 GoLoco inh	25%	1%	8%	6%	5%	1%	-11%	126%[activator]
GAA glycogen	-5%	6%	12%	-3%	?	12%	-5%	18µM*
JMJD2E inh	-7%	?	3%	-4%	-10%	-1%	7%	-8%
GLA spleen mod	2%	3%	-1%	-12%	-5%	-7%	6%	-13%
GAA inhib	?	4%[15.4 µM]	-8%	5%[15.4 µM]	-1%	-7%	-7%	-4%

25) COC(=O)c1ccc(O)c(Sc2cc(C(=O)OC)ccc2O)c1
26) Cn1cc(S(=O)(=O)CC(=O)Nc2ccc3c(c2)OCCO3)c2ccccc21
27) COC(=O)c1c(-c2ccccc2)csc1NC(=O)c1ccco1
28) c1coc(CNc2ncnc3c2oc2ccccc23)c1
29) Cc1cc(-c2csc(NCc3ccccc3)n2)c(C)n1C
30) CN(CCNC(=O)C1(O)c2ccccc2NC(=O)N1c1ccccc1)Cc1ccccc1 (configuration not stated)
31) Cc1cc(C(=O)NNC(=S)NC(C)c2ccccc2)cs1 (configuration not stated)
32) CN(C)S(=O)(=O)c1cccc(NC(=O)CCNC(=O)c2ccccc2Cl)c1

screen / no.	25	26	27	28	29	30	31	32
SMN2 splice enh	-58%[inhibitor]	9%	-1%	-39%[inhibitor]	-6%	?	-26%	-3%
ALDH1A1 inh	13µM*	-1%	?	-8%	20µM*	?	?	-5%
GAA spleen mod	-13%	-4%	-5%	0%	-15%	-7%	0%	5%
RGS12 GoLoco inh	-4%	-3%	5%	5%	86%[activator]	3%	4%	-10%
GAA glycogen	-16%	-11%	-7%	1%	6%	5%	-8%	-4%
JMJD2E inh	?	-2%	?	2%	28µM*	-7%	0%	4%
GLA spleen mod	1%	8%	-4%	6%	-14%	-6%	-12%	9%
GAA inhib	-7%	0%	12%	-6%	-4%	-1%	-16%	3%

33) Cc1cc(C)cc(C(=O)N2CC(C)OC(C)C2)c1 (configuration not stated)
34) CCOC(=O)c1ccc(NC(=O)CC2C(=O)OCCN2CC)cc1 (configuration not stated)
35) CC(=O)NCCNc1ncncc1-c1ccc(N(C)C)cc1
36) Cc1onc(-c2ccccc2)c1CNC(=O)Nc1cccc(Cl)c1
37) COC(=O)c1cc(Cl)c(NC(=O)/C=C/c2ccc(Cl)cc2Cl)cc1OC
38) COCCn1c(SCC(=O)Nc2ccc(C)cc2)nc2c(oc3ccccc32)c1=O
39) CCOC(=O)c1nnn(-c2nn3nnnc3c3ccccc23)c1C
40) Cc1ccnc(N2CCC(C(=O)NNC(=O)COc3cccc4ccccc34)CC2)n1

screen / no.	33	34	35	36	37	38	39	40
SMN2 splice enh	-12%	2%&18%	nt	nt	-7%&6%	?	-7%	-25%
ALDH1A1 inh	?	1.4µM*	?	?	?	-5%	?	?
GAA spleen mod	6%	-1%	7%	4%	13%	2%	2%	1%
RGS12 GoLoco inh	-3%	2%	-21%	12%	-4%	-7%	-20%	6%
GAA glycogen	-6%	2%[76.3 µM]	nt	-1%	15%[76.3 µM]	13%	-4%	15%
JMJD2E inh	-1%	-2%	nt	5%	5%	4%	-7%	0%
GLA spleen mod	-2%	4%	2%	7%	?	9%	4%	-2%
GAA inhib	1%	-4%	nt	-2%	11%	4%	?	-4%

41) CC(=O)c1ccc2c3c(cccc13)CC2
42) O=C(CC1C(=O)NCCN1Cc1ccc(-c2ccccc2)cc1)NCCc1ccccn1 (configuration not stated)
43) COC(=O)CCN(C(=O)c1ccc(N2CCCC2)c([N+](=O)[O-])c1)c1ccccn1
44) CCCn1c(SCc2ccon2)nc2ccccc2c1=O
45) COc1ccccc1NC(=O)N1CCCC1C(=O)Nc1ccc2c(c1)OCCO2 (configuration not stated)
46) O=C(Cc1ccccc1)Nc1nonc1NC(=O)c1ccccc1
47) Cc1ccc(C2C(C(=O)c3sc(C)nc3C)=C(O)C(=O)N2CCN(C)C)o1 (configuration not stated)
48) CC(C)c1cc(CN2CCN(C3CCCC3)C(CCO)C2)[nH]n1 (configuration not stated)

screen / no.	41	42	43	44	45	46	47	48
SMN2 splice enh	-4%	nt	9%	-10%	-13%	22%	-5%	-7%
ALDH1A1 inh	?	?	-12%	?	0%	3%	?	-9%
GAA spleen mod	2%	-3%	1%	-6%	-6%	-8%	-3%	-1%
RGS12 GoLoco inh	-3%	7%	3%	2%	-7%	-4%	-24%	27%
GAA glycogen	1%	1%	13%	-4%	-8%	7%	8%	-3%
JMJD2E inh	?	?	-4%	1%	0%	-5%	-26%	0%
GLA spleen mod	3%	0%	-3%	0%	-1%	-5%	-11%	-11%
GAA inhib	5%	-1%	-9%	-2%	7%	-6%	-11%	8%

49) C=C(C)Cn1cnc2c(oc3nc4c(cc32)CCCC4)c1=O
50) Cc1ccc(S(N)(=O)=O)c(C)c1N1CCCC1=O
51) Cc1cc(C)n(C(=O)c2cc3sccc3[nH]2)n1
52) CC(=O)Nc1ccc(S(=O)(=O)N2CCCc3ccccc32)cc1
53) CCN(CC)CCOC(=O)c1c(C)oc2ccc(OC)cc12

screen / no.	49	50	51	52	53
SMN2 splice enh	nt	nt	28%	-40%[inhibitor]	-16%
ALDH1A1 inh	1µM*	7%	-2%	-7%	6%
GAA spleen mod	-3%	-2%	3%	1%	1%
RGS12 GoLoco inh	9%	-2%	8%	2%	7%
GAA glycogen	10%	-7%	-2%	2%	-1%
JMJD2E inh	?	-3%	-7%	9%	?
GLA spleen mod	-2%	-6%	-10%	-2%	0%
GAA inhib	?	-14%	0%	-8%	-6%

# Random excerpt: four compounds from above.
49) C=C(C)Cn1cnc2c(oc3nc4c(cc32)CCCC4)c1=O
52) CC(=O)Nc1ccc(S(=O)(=O)N2CCCc3ccccc32)cc1
50) Cc1ccc(S(N)(=O)=O)c(C)c1N1CCCC1=O
51) Cc1cc(C)n(C(=O)c2cc3sccc3[nH]2)n1

screen / no.	49	52	50	51
SMN2 splice enh	nt	-40%[inhibitor]	nt	28%
ALDH1A1 inh	1µM*	-7%	7%	-2%
GAA spleen mod	-3%	1%	-2%	3%
RGS12 GoLoco inh	9%	2%	-2%	8%
GAA glycogen	10%	2%	-7%	-2%
JMJD2E inh	?	9%	-3%	-7%
GLA spleen mod	-2%	-2%	-6%	-10%
GAA inhib	?	-8%	-14%	0%

# Compound activity (PubChem)
